From PubChem BioAssay
Ins promoter up – insulin promoter activators in MIN6 cells, imaging, high-content screening, mouse beta cells | 190,000 compounds, 0.3% hits | MIN6 insulin promoter-GFP reporter; stronger effect = higher value | z-score at 5 µM;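 active = z-score above 3 at 5 µM with at least 500 cells counted in the well; inconclusive = wells under 500 cells, flagged as cytotoxic or low count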
M1AAP inhibition – P. falciparum M1AAP inhibitors, biochemical, fluorogenic H-Leu-NHMec substrate, 1536-well (AID 1445) | Aminopeptidase N (Plasmodium falciparum (isolate 3D7)) | recombinant M1AAP, H-Leu-NHMec fluorogenic kinetic assay; higher % means a stronger effect | one-dose inhibition, % at 30 µM; IC50 in µM for titrated hits | 220,000 compounds, 0.42% hits;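 active = primary inhibition above the hit cutoff, then over 50% inhibition at one or more dose response concentrations, cut at about 23% in these data, passing the limit was not always enough; inconclusive = conflicting primary data, or primary hits not chosen for dose response; inactive = low primary inhibition, or under 50% at every dose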;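 also: plate controls were DMSO full reaction for no effect and no enzyme background for full effect; strong numbers were not always called active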
UTI89 phage lysis – inhibition of K1F phage lysis, E. coli UTI89, bacterial capsule biogenesis inhibitors, alamar blue (AID 488966); 340,000 compounds, 0.02% hits; one-dose inhibition, % at 100 µM; IC50 in µM for titrated hits; E. coli UTI89 K1F phage lysis, alamar blue, 2 h; higher % means a stronger effect;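 active = phage lysis inhibition, versus mean bacterial control, above a set limit; inconclusive = no clear call, values can overlap the other calls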;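 also: capsule biogenesis inhibitors block K1F phage lysis so surviving cells raise fluorescence; higher fluorescence means more inhibition of phage lysis; actives were called in the ten point dose series up to 300 µM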
bCat nuc transl – modulators of beta-catenin nuclear translocation, primary screen, imaging, HeLa cells, immunofluorescence, high-content; nuclear translocation activity, % at 5 µM; 190,000 compounds, 0.3% hits;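 active = nuclear translocation activity above 50% at 5 µM, with a well cell count of 50 or more; inconclusive = wells under 50 cells across six images, flagged as toxic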;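 also: per-cell ratio of nuclear to cytoplasmic median beta-catenin stain intensity; plate controls were DMSO negative control for no effect and GSK-3 inhibitor IX positive control for full effect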
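Signal – beta-catenin immunofluorescence imaging with DAPI · Test system – human HeLa cell line · Dosing – 5 µM primary single dose, 0.1% DMSO, 0.02–20 µM confirmation series · Measure – % activation, nuclear-to-cytoplasmic median beta-catenin signal ratio per cell · Incubation – 24 h compound exposure at 37°C, 5% CO2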
Dynein cargo inh – inhibitors of GR-EGFP nuclear translocation, primary screen, dynein cargo transport inhibitor project, imaging, high-content, 3617.4 mouse cells | test concentration mostly 20 µM; stimulated with dexamethasone, 1 µM; stronger effect = lower value | z-score, hits read low | 220,000 compounds, 0.47% hits | AID 1381, 2008;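 active = plate z-score of nuclear minus cytoplasmic receptor signal below a set negative limit, without overly bright fluorescence or cell loss, cut at about -3.5 in these data, passing the limit was not always enough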;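 also: z-score of nuclear minus cytoplasmic ring GR-EGFP intensity difference per well; some compounds called inactive have numbers as strong as hits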
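Buffer or medium – tet-free medium with charcoal-stripped serum · Signal – automated 10x imaging of fixed Hoechst-stained cells · Also added – dexamethasone agonist, 1.0 µM final, for 30 min · Incubation – induction 48 h, compound 1 h, agonist 30 min · Read-out – GR-EGFP nuclear translocation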
MT stabilize HCS – microtubule stabilizers in HeLa cells, primary screen, imaging, high-content imaging; AID 2205, 2009; HeLa tubulin immunostaining HCS, 24 h; share of cells brighter than vehicle mean+2SD; % tubulin-high responders, % at 10 µM; 200,000 compounds, 0.83% hits;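 active = plate Z-score above 3 for both tubulin-high and condensed-nucleus cell shares, with cell loss under 80%, at 10 µM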;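 also: anti alpha tubulin signal scored within the nucleus-defined area of each cell; some results filed as inactive read as strong as hits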
ER stress rescue – rescue of cells from ER stress-induced death, primary screen, 384-well, CSM14.1, thapsigargin, ATP luminescence (AID 1222); CSM14.1 thapsigargin-induced death rescue, ATP luminescence; higher % means a stronger effect; 190,000 tested, under 10 active; one-dose cellular ATP content (survival), % at 20 µM; EC50 in µM for titrated hits;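 active = EC50 below 50 µM in the dose-response confirmation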;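 also: death triggered by thapsigargin at about 15 µM added after 2 h compound pretreatment; cell ATP read after overnight thapsigargin exposure of roughly 18 to 22 hours; normalized against plate controls of thapsigargin alone and 5% DMSO vehicle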
M17LAP inhibition – P. falciparum M17LAP inhibitors, primary screen, biochemical, fluorogenic H-Leu-NHMec substrate, 1536-well (AID 1619); 220,000 compounds, 0.38% hits; Leucine aminopeptidase (Plasmodium falciparum (isolate 3D7)); one-dose inhibition, % at 30 µM; IC50 in µM for titrated hits; recombinant M17LAP, H-Leu-NHMec fluorogenic kinetic assay; higher % means a stronger effect;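 active = compound inhibiting the enzyme by more than half at any dose during confirmatory dose-response retesting; inconclusive = strong single-dose inhibitors picked by rank but not retested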;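 also: plate controls were full reaction with DMSO carrier for no effect and no enzyme background for full effect; strong numbers were not always called active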
Autophagy mod – autophagy modulators in MEF cells, primary screen, imaging, high-content, MEF GFP-LC3; AID 463193, 2010; 190,000 compounds, 0.98% hits; MEF GFP-LC3 puncta imaging; test concentration mostly 10 µM; calls only at 10 µM (by protocol);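 active = percentage of spot-positive cells more than 3 SD above its plate mean, without a fluorescence outlier flag or 80% toxicity; inconclusive = no clear call, values can overlap the other calls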;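 also: spot-positive cell cutoff set from DMSO-treated cells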
Dynein cargo inh cytoplasmic EGFP – also measured in Dynein cargo inh; calls as there; z-score; measured here: cytoplasmic GR-EGFP intensity; stronger effect = higher value
Dynein cargo inh nuclear GR-EGFP – also measured in Dynein cargo inh; calls as there; z-score; measured here: nuclear GR-EGFP intensity;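 lower value marks the stronger effect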
Dynein cargo inh cell count – recorded beside Dynein cargo inh, whose call it bears; z-score; measured here: cell count per field
Ins promoter up cell count – recorded beside Ins promoter up, whose call it bears; cell count; measured here: cytotoxicity, nuclei count;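 total cells summed across four imaged fields per well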
bCat nuc transl cell count 5 µM – recorded beside bCat nuc transl, whose call it bears; cell count; measured here: cell count, cytotoxicity flag
MT stabilize HCS Hoechst-high % – recorded beside MT stabilize HCS, whose call it bears; % Hoechst-high responders; measured here: nuclear condensation Hoechst responders;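 share of cells brighter than vehicle mean plus two SD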
MT stabilize HCS cytotoxicity % – second read-out of MT stabilize HCS, no call of its own (marks repeat the call); toxicity, %; measured here: cytotoxicity by cell density;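 0% = mean cell density of plate MIN control wells and 100% = no cells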
Autophagy mod cell loss 18 h – second read-out of Autophagy mod, no call of its own (marks repeat the call); toxicity, %; measured here: cell loss, nuclei count;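 cell loss after 18 h compound exposure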
Active calls of the source: *; i = inactive; ? = inconclusive; · = not tested or not shown; [ ] = dose if it differs, or a comment.

Molecule,Ins promoter up,Ins promoter up cell count,M1AAP inhibition,UTI89 phage lysis,bCat nuc transl,bCat nuc transl cell count 5 µM,Dynein cargo inh,Dynein cargo inh cytoplasmic EGFP,Dynein cargo inh nuclear GR-EGFP,Dynein cargo inh cell count,MT stabilize HCS,MT stabilize HCS Hoechst-high %,MT stabilize HCS cytotoxicity %,ER stress rescue,M17LAP inhibition,Autophagy mod,Autophagy mod cell loss 18 h
O=C(CSc1n[nH]c(-c2ccncc2)n1)c1ccccc1,-0.06,1658,2%,0.3%[50 µM],-2.0,1058,0.3,-0.19,0.33,-0.39,4.9,3.6,8.8,-1.1%,27%,i,-5
COc1cc(C(=O)N/N=C(\C)Cc2ccccc2)cc(OC)c1OC,0.22,1464,-1%,0.1%,-0.7,1138,0.11,-0.23,0.31,-0.33,2.9,1.8,5.4,-1.2%,33%,i,11
Cc1ccc(C)c(SCC(=O)Nc2cccnc2Cl)c1,-0.14,1372,-7%,-0.2%,0.5,1021,3.1,-0.069,1.6,-1.1,2.4,1.7,8.1,-0.3%,8%,i,17
CCOC(=O)Cc1csc(NC(=O)CSc2nnc(-c3ccc(F)cc3)o2)n1,0.53,1102,1%,1.9%,-2.0,987,3.1,0.34,3,-3.1,7.4,3.0,6.2,-2.7%,14%,i,13
COCCCNC(=O)c1c(N)n(/N=C/c2cccnc2)c2nc3ccccc3nc12,-3.1,1300,-2%,2.0%,3.6,1087,-1.5,-0.21,-0.45,0.51,3.5,1.7,4.6,1.6%,-17%,i,-1
CCCNC(=O)C12CCC(C)(c3nc4cc(C)c(C)cc4nc31)C2(C)C (stereo unspecified),-0.69,1194,5%,0.9%,0.2,1053,0.31,-0.18,0.24,0.57,2.6,1.0,7.6,-0.3%,0%,i,11
COc1cc(C(=O)NCC(c2ccco2)N2CCCC2)ccc1OCc1c(C)noc1C (stereo unspecified),0.2,1147,-4%,1.2%,-0.4,1162,-0.29,-0.29,0.44,0.34,6.8,4.2,2.0,·,15%,i,11
Cc1ccc(NC(=O)CCC2CC(C)(C)OC2=O)cc1 (stereo unspecified),·,·,0%,0.0%,5.9,493,-1.1,-0.17,-0.48,0.55,3.7,2.6,5.1,-0.2%,16%,i,-4
CCC(C)(NC(=O)Cc1c[nH]c2ccccc12)C(=O)NC1CCCCC1 (stereo unspecified),-0.48,1577,5%,4.1%[50 µM],-1.6,992,-0.93,-0.26,0.0045,0.69,1.9,2.2,8.4,-2.8%,10%,i,20
COc1ccc(C(=O)Nc2c(C)csc2C(=O)O)cc1,·,·,4%,·,1.3,1455,-0.83,-0.21,-0.33,0.07,1.8,2.2,14,0.0%,-3%,i,-20
COc1ccc(N2CCN(c3nc(-c4cccs4)nc4ccccc34)CC2)cc1,0.1,1225,2%,0.2%,-0.5,1116,0.57,0.13,0.53,-0.78,1.1,0.9,2.4,-6.2%,-5%,i,5
CC(=O)OCC(=O)Nc1ccccc1OC(F)F,0.08,1254,1%,0.0%,0.1,1117,-1,-0.33,-0.3,0.75,8.5,2.8,9.5,-2.0%,-3%,i,7
CC12C(=O)N(c3cccc(OC(=O)c4ccco4)c3)C(=O)C1C1c3ccccc3C2c2ccccc21 (stereo unspecified),-0.22,959,-1%,0.0%,·,·,-0.27,-0.2,0.063,0.76,1.5,1.6,15,0.2%,2%,i,-18
COc1ccc(-c2nnc(SCC(=O)Nc3ncc(C(F)(F)F)cc3Cl)n2CC(C)C)cc1,·,·,4%,-0.2%,-2.2,895,-0.26,-0.32,-0.29,0.47,3.1,3.1,5.9,5.1%,22%,i,5
O=C(c1ccc2c(c1)OCO2)N1CCC2(CC1)Oc1ccc(Cl)cc1C(=O)C21CC(c2cccnc2)=NO1 (stereo unspecified),-0.43,896,-2%,0.6%,-1.4,1391,-0.15,-0.77,0.084,-0.17,·,·,·,·,10%,·,·
CN(Cc1ccccc1)C(=O)Cn1nc(C(F)(F)F)c2c1CCC2,1.1,1185,1%,2.9%,-3.1,1182,0.064,-0.04,0.32,0.26,1.6,1.3,11,1.0%,-5%,i,0
O=C(CCC(=O)c1ccc[nH]1)c1ccc(Cl)cc1,0.23,1055,-7%,0.3%,-6.4,952,-0.39,-0.24,-0.16,1.7,1.9,2.2,12,-2.9%,4%,i,19
O=C(Nc1ccccc1)C1=C[C@@H](C2CCCCC2)C[C@@H](OCc2ccc(CO)cc2)O1,-0.64,1438,1%,-0.2%,1.9,1088,-0.75,-0.22,-0.098,-0.12,1.0,0.7,2.2,-2.0%,-4%,i,25
COc1ccc(CCNC(=O)COC(=O)c2cnc(C)cn2)cc1OC,0.28,1304,6%,9.0%,-2.3,924,0.74,-0.31,0.64,-0.97,5.7,3.3,10,2.4%,-3%,i,5
O=C(CCC(=O)NC1CCCCCCC1)Nc1nnc(C(F)(F)F)s1,0.07,975,7%,5.5%,1.1,1105,-0.24,-0.21,-0.3,0.77,3.5,2.4,3.6,1.3%,5%,i,5
Oc1oc(-c2ccc(Br)cc2)nc1/C=N/c1ccccn1,0.19,1575,14%,0.2%,-5.4,1110,1.6,-0.074,0.91,-1,3.2,1.3,13,-2.3%,11%,i,5
CN(Cc1c(F)cccc1Cl)C(=O)c1cc2ccccc2o1,0.45,1317,3%,0.2%,-1.0,1063,0.38,-0.21,-0.15,0.27,1.4,1.4,6.4,-0.5%,8%,i,12
COc1ccc(Oc2cccc(Cl)c2CNC(=O)CSCC(=O)O)cc1,-0.16,1478,4%,-0.6%,0.7,1164,0.63,-0.19,0.26,-0.38,·,·,·,·,-2%,·,·
Cc1cccc(C)c1NC(=O)C1(NC(=O)c2cnccn2)CCCCC1,-1.4,960,9%,1.7%,0.4,1166,0.54,-0.059,0.48,-1,5.0,2.9,7.0,0.2%,4%,i,-2
Cc1ccc2[nH]c3c(=O)n(CCCN4CCOCC4)cnc3c2c1,-0.64,754,3%,-0.7%,-1.1,994,0.32,-0.19,0.32,-0.051,2.4,2.0,8.7,-1.5%,1%,i,-21
Cn1c(=O)cc(SCC(=O)NCCC2=CCCCC2)c2ccc(Cl)cc21,·,·,-1%,0.6%[50 µM],-2.1,1143,1.1,0.15,0.75,1.1,1.7,2.2,12,2.0%,-17%,i,-4
COc1ccc(NC(=O)CCC(=O)OCc2ccc([N+](=O)[O-])cc2)cc1,·,·,0%,0.1%,0.7,944,-0.16,-0.14,0.6,0.88,1.3,1.4,7.6,0.9%,1%,i,1
CCOC(=O)c1ccc(CN(Cc2ccccc2)S(=O)(=O)c2cccc([N+](=O)[O-])c2)cc1,-0.56,1138,-1%,3.5%,-0.7,921,0.57,-0.16,0.097,-0.44,4.0,2.9,8.4,0.3%,-9%,i,10
Cc1ccc(C2=NNC(c3ccc(Cl)cc3)=Nc3ccccc32)o1,-0.29,1295,9%,1.8%,·,·,0.017,-0.12,0.037,0.95,1.7,2.1,4.2,-1.4%,4%,i,4
O=C(Nc1ccc(S(=O)(=O)N2CCCCC2)cc1)c1ccc(CN2CCc3ccccc3C2)cc1,?,·,2%,-0.4%,3.8,1318,0.091,-0.22,-0.36,-0.13,2.4,1.7,6.3,-5.8%,-4%,i,12
CC(=O)Nc1cccc(/C(C)=N/NC(=O)c2ccc3c(c2)OCO3)c1,-0.78,1439,4%,0.7%,-1.0,1022,0.56,-0.27,0.2,0.07,4.4,2.4,4.1,-2.4%,6%,i,20
CCCn1nnc(NC(=O)C(C)Oc2ccc(Cl)cc2Cl)n1 (stereo unspecified),0.53,1271,5%,-0.6%,·,·,-0.21,-0.32,-0.18,1.1,2.5,2.1,9.2,-1.5%,5%,i,1
NC(=O)CSc1nc2scc(-c3ccco3)c2c(=O)n1-c1ccccc1,0.34,886,18%,-0.1%,-4.2,1140,-1.3,0.74,-0.46,0.66,2.7,1.4,13,2.8%,15%,i,8
O=C(CSc1ncnc2scc(-c3ccccc3)c12)Nc1ccc(C(=O)O)cc1,-0.24,1447,7%,-0.2%,-1.1,1164,0.41,-0.24,0.2,0.25,·,·,·,·,6%,·,·
Cc1ccc(C2(C(F)(F)F)NC(=O)N3CCN=C3S2)cc1 (stereo unspecified),0.82,1334,-1%,0.3%,9.9,1312,-2.1,-4.6e-06,-1.1,0.46,11,5.4,8.1,-2.3%,-5%,i,-2
Cc1cccc(NC(=O)c2ccccc2NC(=O)Cc2ccccc2)c1C,·,·,1%,0.5%,0.6,1268,0.17,-0.2,0.4,1.4,2.7,2.4,7.7,-0.3%,-1%,i,13
